# PABP1 MLLE inh – inhibitors of microRNA-mediated deadenylation, human PABP1 MLLE binding. P11940. GST-MLLE / FITC-PAM2 fluorescence polarization. inhibition, % at 20 µM. actives 0.36% (n = 360,000). AID 588489; in the data active = inhibition above about 35%, passing the limit was not always enough;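 also: plate controls were DMSO wells with GST-MLLE for no effect and wells lacking GST-MLLE protein for full effect; some results filed as inactive read as strong as hits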
# Target sequence (P11940 whole entry, looked up): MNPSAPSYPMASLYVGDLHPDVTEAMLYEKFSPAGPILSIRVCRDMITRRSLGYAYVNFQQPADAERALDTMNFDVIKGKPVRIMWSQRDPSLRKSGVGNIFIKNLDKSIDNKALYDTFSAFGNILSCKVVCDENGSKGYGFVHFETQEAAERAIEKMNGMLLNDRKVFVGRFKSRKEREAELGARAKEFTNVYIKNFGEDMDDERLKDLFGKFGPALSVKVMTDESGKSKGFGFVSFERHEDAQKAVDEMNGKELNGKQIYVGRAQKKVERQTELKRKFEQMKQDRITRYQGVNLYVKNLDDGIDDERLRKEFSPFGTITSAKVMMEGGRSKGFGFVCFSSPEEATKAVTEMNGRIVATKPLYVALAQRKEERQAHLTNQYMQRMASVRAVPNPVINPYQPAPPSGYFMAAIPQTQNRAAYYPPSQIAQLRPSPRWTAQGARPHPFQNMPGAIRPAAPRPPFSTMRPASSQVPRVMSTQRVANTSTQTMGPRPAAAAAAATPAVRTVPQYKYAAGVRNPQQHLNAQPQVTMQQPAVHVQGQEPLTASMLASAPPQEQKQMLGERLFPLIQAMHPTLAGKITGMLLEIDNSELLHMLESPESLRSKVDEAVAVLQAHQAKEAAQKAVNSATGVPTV
# MT1-MMP act inh – MT1-MMP (human) activation inhibition; HT1080 RFP-PRO-GFP cells, GFP/RFP ratio fluorescence, overnight; percent of plate control window, DMSO zero; P50281; AID 651647; actives 0.061% (n = 360,000); GFP/RFP ratio change, % at 20 µM;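 active = GFP/RFP ratio change of at least 30% with cell ATP level not reduced by more than half and red fluorescence within 50% of control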; also: strong numbers were not always called active
#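 Assay system: HT1080 RFP-PRO-GFP cells | Dosing: 20 µM single dose, 1% DMSO | Incubation: Cells overnight before dosing, compound overnight, 37 °C, 5% CO2 | Evaluation: GFP/RFP fluorescence ratio | Control set: DMSO-only wells and HT1080 RFP-L50D-GFP cell wells as references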
# NRP1-CendR mod – NRP-1/CendR interaction modulation. O14786. FAM-RPARPAR peptide binding to NRP-1, fluorescence polarization. inhibition, % at 25 µM. actives 0.85% (n = 360,000). AID 602438;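 active = inhibition or corrected inhibition above about 18%, plus a signal ratio from 0.5 to 1.5, limit read from the data, passing the limit was not always enough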; also: strong numbers were not always called active
# MsrA act – activates bovine MsrA enzyme. activation, % at 10.6 µM. actives 0.3% (n = 360,000). purified bovine MsrA, absorbance read-out; in the data active = activation above about 7.5%;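 also: 0% = vehicle and 100% = reference activator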
# SKN-1 inh – blocks SKN-1 activity in C. elegans. inhibition, % at 21.8 µM. C. elegans VP596 Pgst-4::GFP/RFP ratio, acrylamide-induced, 24 h. AID 624304. actives 0.49% (n = 360,000);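 active = interference check ratio from 0.5 to 1.5 plus GFP to RFP signal ratio inhibition reaching or exceeding a fixed threshold, cut at about 30% in these data, passing the limit was not always enough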; also: some compounds called inactive have numbers as strong as hits
# FAS TE block – blocks the thioesterase domain of human fatty acid synthase. inhibition, % at 15 µM. P49327. recombinant FAS-TE, OMFH fluorogenic substrate, fluorescence endpoint. actives 0.67% (n = 360,000);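 active = compounds whose normalised, plate-corrected inhibition of enzyme fluorescence in the single-dose primary screen is 50% or more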;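 also: 0% = DMSO with enzyme and 100% = substrate without enzyme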
# eLon inh – E. coli protease La inhibition. P0A9M0. purified E. coli Lon protease, fluorescence polarization. inhibition, % at 7.94 µM. actives 0.42% (n = 360,000); in the data active = inhibition above about 13%, passing the limit was not always enough;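 also: 0% = enzyme with probe and DMSO and 100% = no enzyme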
# MsrA inh – inhibitors of bovine MsrA; actives 0.75% (n = 360,000); inhibition, % at 15.5 µM; AID 651718; purified bovine MsrA, absorbance read-out; in the data active = inhibition above about 4.5%;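 also: 0% = vehicle wells with enzyme and 100% = reference inhibitor wells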
# TbMetRS inhib – blocks T. brucei methionyl-tRNA synthetase activity. purified T. brucei MetRS, ATP depletion, Kinase-Glo luminescence. inhibition, % at 11.9 µM. actives 0.4% (n = 360,000);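 active = inhibition above a per-plate cutoff of the control wells' mean inhibition plus 3 SD, cut at about 5.5% in these data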;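 also: 0% = DMSO wells median and 100% = median of wells with control inhibitor compound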
#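 assay system = parasite MetRS enzyme | timing = 15 min preincubation, 2 h reaction, all 25 °C | evaluation = percent inhibition relative to median high and low control wells | medium = HEPES buffer containing pyrophosphatase, BSA, spermine, DTT | compound = single dose, 11.9 µM final nominal, 0.9% final DMSO | detection = Kinase-Glo luminescence, ATP depletion format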
# An asterisk follows results filed as active. No enrichment for hits. About 4% of those tested had a hit in this group.
# Order of values – PABP1 MLLE inh	MT1-MMP act inh	NRP1-CendR mod	MsrA act	SKN-1 inh	FAS TE block	eLon inh	MsrA inh	TbMetRS inhib
- C/C(=N\NC(=S)NCc1ccccc1)c1cccs1
 : 27	0	-16	-1	3	13	-1	1.3	4.1
- O=C(CCCC(=O)N(CC(=O)NC1CCCC1)C1CCCC1)Nc1ccccn1
 : 3	2	9	2	-2	-5	8	-0.8	0.1
- CN(/N=C/c1ccccc1O)C(=S)c1ccccc1
 : -2	-2	13	-3	20	25	-3	3.5	0.9
- COc1cc(OC)cc(C(=O)Nc2cc(C)on2)c1
 : -1	-1	4	-4	4	-6	1	0.1	-0.5
- COCCCNCCCCOc1ccc(C)cc1[N+](=O)[O-]
 : 2	5	-2	-7	-2	-8	-22	1.5	-0.6
- CCN(CC)S(=O)(=O)c1cccc(C(=O)OCC(=O)c2ccc3c(c2)NC(=O)CO3)c1
 : -7	-6	-13	-3	10	19	-3	0.4	-0.5
- COc1ccccc1NC(=O)CSCC(=O)N1c2ccccc2CCc2ccccc21
 : 11	1	-7	-3	5	9	2	0.2	-0.6
- CCn1c(SCC(=O)NC2CCCc3ccccc32)nnc1-c1cccs1 (centres undefined)
 : -16	0	2	-1	2	-1	-3	0.7	-0.4
- CCN1C(=O)[C@H]2[C@@H](c3ccc(C)cc3)N[C@]3(CCCN(Cc4ccc(Cl)cc4)C3=O)[C@H]2C1=O
 : -10	4	-6	-3	-1	-2	2	0.5	-0.9
- Cc1[nH]c2ccccc2c1C(=O)COC(=O)C1CCC(=O)N1 (centres undefined)
 : -8	-1	-4	-11	-14	-9	5	0.6	1.0
- CCc1ccc(NC(=O)c2cc(C)nn2-c2ccccc2)cc1
 : 3	-5	-20	0	12	2	0	-0.6	-0.3
- O=C(O)c1[nH]c2ccccc2c1CC(=O)N1CCOCC1
 : 13	0	6	-1	-6	-7	2	1.1	-0.4
- COc1ccc(NC(=O)C(C)N2C(=O)c3ccccc3C2=O)c(OC)c1 (centres undefined)
 : -10	-4	3	-9	-9	-7	17	-0.4	-0.6
- Cc1cccc(NC(=O)c2ccc(NCC3CCCO3)c([N+](=O)[O-])c2)c1 (centres undefined)
 : -17	6	-16	1	10	-7	-10	0.0	-1.0
- CCc1ccc(OC(C)C(=O)N(Cc2ccco2)C2CCS(=O)(=O)C2)cc1 (centres undefined)
 : 2	-3	9	-1	0	0	12	-1.3	-0.3
- COc1ccccc1NC(=O)COC(=O)CCc1ccc(S(=O)(=O)N2CCOCC2)cc1
 : -5	5	9	-5	1	5	-1	0.7	-0.3
- O=C(CNC(=O)OCc1ccccc1)NC1CCCCNC1=O (centres undefined)
 : -18	-3	-2	-2	28	-3	5	0.2	-0.8
- C/C(=N\N1CCN(Cc2ccccc2)CC1)c1ccco1
 : 3	7	-12	-3	2	-7	2	1.4	-0.7
- Nc1nnc(CSCc2ccc(F)cc2)s1
 : 32	12	-4	-10	-8	-4	-3	-0.8	-1.7
- C=C(C)C1CC=C(C)/C(=N\NC(=O)CNc2ccccc2OC)C1 (centres undefined)
 : -2	1	21*	-4	1	13	-12	2.3	-0.4
- O=C(Nc1cc(Cl)cc(Cl)c1)c1coc(=O)c(Br)c1
 : -4	-4	-15	-4	8	7	-1	2.9	0.3
- CCn1c(C)nc2cc(C(=O)NNC(=O)Nc3ccc(Cl)cc3)ccc21
 : -3	-1	-8	-5	-2	-1	-24	-0.8	-0.8
- CCCCc1c(O)nc(SCC(=O)c2ccccc2)n(-c2ccccc2OC)c1=O
 : 34	-4	-1	-12	-11	-5	13	0.3	-0.7
- COc1ccccc1C(=O)N1C(CC(=O)Nc2ccccc2C)C(=O)NC2CCCCC21 (centres undefined)
 : 1	3	-5	-2	2	-8	-2	0.8	0.2
- CC(NC(=O)C1CCCCC1)C(c1cccs1)N1CCN(C)CC1 (centres undefined)
 : 0	-5	8	-4	17	0	4	0.4	-1.2
- COc1ccc(CC(=O)NC2CCSc3ccccc32)c(OC)c1 (centres undefined)
 : 7	4	-2	-2	19	4	-1	-1.0	-0.4
- COc1ccc(C(=O)/C=C/c2ccc(O)cc2)cc1
 : -26	5	-20	-2	11	-1	-31	5.0*	1.1
- Cc1cc(C)c(S(=O)(=O)N(C)CC(=O)N2CCCCC2)c(C)c1
 : -10	1	-6	-8	0	1	-4	-0.4	0.2
- CC(C)(O)C#Cc1ccc(C(=O)N2CCCC(CNS(=O)(=O)c3cccs3)C2)o1 (centres undefined)
 : -3	-2	-13	-3	19	-2	-12	0.9	-0.3
- CCOC(=O)c1c(C)[nH]c(-c2csc(N)n2)c1C
 : -17	12	-54	-2	13	-33	0	-0.2	-0.4

# Part of the list above, bar-delimited:
smiles | PABP1 MLLE inh | MT1-MMP act inh | NRP1-CendR mod | MsrA act | SKN-1 inh | FAS TE block | eLon inh | MsrA inh | TbMetRS inhib
C/C(=N\NC(=S)NCc1ccccc1)c1cccs1 | 27 | 0 | -16 | -1 | 3 | 13 | -1 | 1.3 | 4.1
O=C(CCCC(=O)N(CC(=O)NC1CCCC1)C1CCCC1)Nc1ccccn1 | 3 | 2 | 9 | 2 | -2 | -5 | 8 | -0.8 | 0.1
CN(/N=C/c1ccccc1O)C(=S)c1ccccc1 | -2 | -2 | 13 | -3 | 20 | 25 | -3 | 3.5 | 0.9
COc1cc(OC)cc(C(=O)Nc2cc(C)on2)c1 | -1 | -1 | 4 | -4 | 4 | -6 | 1 | 0.1 | -0.5
COCCCNCCCCOc1ccc(C)cc1[N+](=O)[O-] | 2 | 5 | -2 | -7 | -2 | -8 | -22 | 1.5 | -0.6
CCN(CC)S(=O)(=O)c1cccc(C(=O)OCC(=O)c2ccc3c(c2)NC(=O)CO3)c1 | -7 | -6 | -13 | -3 | 10 | 19 | -3 | 0.4 | -0.5
COc1ccccc1NC(=O)CSCC(=O)N1c2ccccc2CCc2ccccc21 | 11 | 1 | -7 | -3 | 5 | 9 | 2 | 0.2 | -0.6
CCn1c(SCC(=O)NC2CCCc3ccccc32)nnc1-c1cccs1 (centres undefined) | -16 | 0 | 2 | -1 | 2 | -1 | -3 | 0.7 | -0.4
CCN1C(=O)[C@H]2[C@@H](c3ccc(C)cc3)N[C@]3(CCCN(Cc4ccc(Cl)cc4)C3=O)[C@H]2C1=O | -10 | 4 | -6 | -3 | -1 | -2 | 2 | 0.5 | -0.9
Cc1[nH]c2ccccc2c1C(=O)COC(=O)C1CCC(=O)N1 (centres undefined) | -8 | -1 | -4 | -11 | -14 | -9 | 5 | 0.6 | 1.0
CCc1ccc(NC(=O)c2cc(C)nn2-c2ccccc2)cc1 | 3 | -5 | -20 | 0 | 12 | 2 | 0 | -0.6 | -0.3

# Following part:
# Order of values – PABP1 MLLE inh	MT1-MMP act inh	NRP1-CendR mod	MsrA act	SKN-1 inh	FAS TE block	eLon inh	MsrA inh	TbMetRS inhib
- COc1cc(C)c(/C=C(\C#N)C(=O)Nc2ccc(C)cc2)cc1C(C)C
 : -3	5	-7	-13	2	25	10	1.5	-0.9
- O=C(CSc1nnnn1-c1cccc2c1CCCC2)N1CCCCC1
 : 27	1	3	-6	11	-7	5	2.6	-0.6
- O=C(c1ccco1)N1CCN(C(=O)c2cc(-c3ccccc3)nc3ccccc23)CC1
 : 15	5	-7	-1	20	-2	2	3.0	-0.1
- Cn1c(-c2ccccc2)cc2ccccc21
 : 0	1	-2	-1	30	19	-3	0.7	0.7
- COc1ccccc1NC(=O)CN1C(=O)C(C)SC(C)C1=O (centres undefined)
 : -1	-1	9	-11	2	-2	6	-0.6	-1.8
- COc1ccccc1/C=N/NC(=O)C(=O)NCc1cccnc1
 : 8	-2	11	-2	5	-7	-3	1.5	0.3
- O=C(CCC(=O)NNc1nc2ccccc2c2nc(-c3ccccc3)nn12)NCCCN1CCOCC1
 : 5	7	7	-6	3	-5	-1	-0.4	-0.6
- CC(C)=CC(=O)Nc1c(C)cc(C)cc1Cl
 : 3	2	8	1	18	-9	1	-1.6	0.8
- COCC1CCCCN1C(=O)CCCn1nnnc1CN1CCC(C)CC1 (centres undefined)
 : -8	1	-3	-3	19	-6	6	1.0	-0.3
- COc1ccc(-c2csc(N3CCSCC3)n2)cc1
 : 12	-1	-4	0	14	20	5	-1.1	-0.1
- CC(=O)Nc1ccc(S(=O)(=O)N(CCO)Cc2ccccc2)cc1
 : 8	-3	4	-4	1	-6	-5	-0.2	-0.8
- CC(=O)N1C(=O)N(C)C2C1N(C(C)=O)C(=O)N2C (centres undefined)
 : -15	-5	8	-5	-3	-4	6	1.8	-1.0
- O=C(Cn1cnc2c(nnn2Cc2ccccc2)c1=O)N1CCN(c2ccccc2)CC1
 : 1	6	-8	-1	5	-3	-7	0.1	0.5
- COc1ccccc1NC(=S)Nc1ccccn1
 : 28	-4	-3	-3	13	-4	-11	-0.3	0.2
- C=CCNc1ncnc2c1[nH]c1ccccc12
 : 1	4	10	-2	2	-7	4	0.2	21*
- COc1ccccc1N(CN1CCCC1=O)C(=O)c1c(F)cccc1F
 : 5	-2	4	-4	-10	-9	-4	-1.2	-0.6
- CCCCC/C(=N\NC(=O)CCC(=O)NCc1ccccc1)c1ccccc1
 : -6	-1	-11	-1	-6	0	-4	0.1	0.4
- CC(=O)Nc1ccc(S(=O)(=O)N(C)c2nc3ccccc3nc2Cl)cc1
 : 3	0	10	-8	14	-2	3	1.6	-0.7
- CCn1c(SCC(=O)Nc2ccc3c(c2)OCCO3)nnc1-c1cccs1
 : -7	5	-6	-1	24	-2	-5	0.6	-0.3
- Cc1ccn2c(C(=O)NN=C3CCN(C)CC3)c(C)nc2c1
 : -7	-1	11	-3	6	-2	3	0.4	-0.1
- Cc1ccccc1NC(=O)CSc1nc2scc(C)c2c(=O)[nH]1
 : -13	11	6	-2	15	-4	7	0.5	-0.4
- c1ccc(C2CC3CC(c4ccccc4)N2O3)cc1 (centres undefined)
 : 7	-5	12	-2	11	-1	1	-0.7	-0.3
- CCC(CC)C1=NN2C(=N)/C(=C/c3ccc(OC(=O)c4ccco4)cc3)C(=O)N=C2S1
 : 6	-4	-39	-1	-8	-1	-8	-0.1	0.2
- O=C(NC1CCCCCC1)c1ccc(CS(=O)Cc2ccccc2Cl)o1 (centres undefined)
 : -3	1	-7	-1	-4	-2	-1	1.2	-0.1
- O=[N+]([O-])c1ccc(NN=Cc2cccc(O)c2)nc1
 : -9	-10	4	-4	-4	23	-2	2.5	0.5
- COc1ccc(-c2ccc3c(c2)S(=O)(=O)c2cccc(C(=O)NC4CCCC4)c2C3=O)cc1OC
 : -26	1	-9	-2	1	-21	1	-0.2	0.2
- CCn1c(C)cc(/C=C2\NC(=O)N(Cc3ccccc3)C2=O)c1C
 : -76	-5	-3	-2	16	2	-12	2.0	0.1
- O=C(O)C1=C[C@@H](c2ccc(F)cc2)C[C@@H](OCCCCO)O1
 : -10	1	12	-4	17	-14	-3	0.9	0.1
- COC(C[C@@H]1O[C@@H]1C(=O)COCc1ccccc1)OC
 : 6	-5	24	-7	9	-10	-5	-0.1	-0.6

# High-throughput results deposited in PubChem BioAssay by several laboratories.
